STAT3 inh – IL-6 driven STAT3 reporter inhibitors, primary screen, U3A cells, luciferase, luminescence, MLSCN library | IL-6 STAT3-luciferase reporter; host cell line lacks STAT1 | inhibition, % at 5.5 µM | 190,000 tested, 0.89% active | AID 862, 2007;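 active = inhibition above the mean inhibition across all screened compounds plus 3 SD, cut at about 44% in these data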;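 note: 0% = DMSO only wells and 100% = 100 µM nifuroxazide control wells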
STAT1 act – STAT1 signaling activators, primary screen, cell-based, HTS, luciferase reporter. NIH 3T3 STAT1-luciferase reporter, IFN-gamma, luminescence; 100% = IFN-gamma alone, no compound. activation (% of control), % at 5.5 µM. 200,000 tested, 2.6% active;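 active = activation above the screen-wide mean activation plus 3 SD, cut at about 130% in these data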;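 note: raw ratio to IFN-gamma control signal so 100% means no change and 0% no light; values of inactives mirror those of a sister screen read the other way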
APP 5'UTR act – activators of APP 5'UTR luciferase reporter, primary screen, SH-SY5Y cells. SH-SY5Y APP 5'UTR luciferase reporter, luminescence; zero percent = DMSO vehicle wells. activation, % at 2 µM. 190,000 tested, 1% active. AID 1276, 2008;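 active = activation above a set limit, based on mean plus 3 SD of controls, cut at about 140% in these data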; note: values of inactives mirror those of a sister screen read the other way
APP transl inh – inhibitors of APP translation via 5'UTR reporter, primary screen, APP 5'UTR luciferase, SH-SY5Y cells | SH-SY5Y APP 5'UTR-luciferase reporter, luminescence | inhibition, % at 2 µM | 190,000 tested, 0.82% active | AID 1285, 2008;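 active = inhibition above a set limit, derived from the sample mean plus 3 SD, cut at about 45% in these data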; note: values of inactives mirror those of a sister screen read the other way
FLuc inhib CS – firefly luciferase enzyme inhibitors, primary screen, artefact control for luciferase-based inhibitor screens, biochemical, luminescence, ATPLite; Luciferin 4-monooxygenase (Photinus pyralis), P08659; 10 min; inhibition, % at 10 µM; 200,000 tested, 1.5% active; AID 1006, 2008;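 active = inhibition above about 50% when tested at 10 µM, limit read from the data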
Target sequence (P08659 whole entry, looked up): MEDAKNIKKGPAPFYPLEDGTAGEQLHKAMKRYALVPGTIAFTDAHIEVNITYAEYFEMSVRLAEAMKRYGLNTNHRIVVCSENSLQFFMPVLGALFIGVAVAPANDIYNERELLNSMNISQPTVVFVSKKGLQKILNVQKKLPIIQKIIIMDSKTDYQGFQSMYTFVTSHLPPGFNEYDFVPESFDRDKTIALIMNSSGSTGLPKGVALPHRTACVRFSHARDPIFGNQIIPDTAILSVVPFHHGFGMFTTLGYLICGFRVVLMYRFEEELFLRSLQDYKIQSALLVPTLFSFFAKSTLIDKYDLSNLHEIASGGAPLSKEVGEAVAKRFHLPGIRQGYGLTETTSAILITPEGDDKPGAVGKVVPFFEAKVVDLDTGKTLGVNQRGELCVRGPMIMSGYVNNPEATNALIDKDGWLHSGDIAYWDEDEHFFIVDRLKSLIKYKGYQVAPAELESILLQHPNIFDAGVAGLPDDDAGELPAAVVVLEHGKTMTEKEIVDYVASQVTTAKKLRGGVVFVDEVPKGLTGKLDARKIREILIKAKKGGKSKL
Hsp70 act – Hsp70 transcriptional activators, primary screen, cell-based, HeLa, Hsp70 promoter luciferase, luminescence, 10 µM. AID 1203, 2008. 200,000 tested, 0.04% active. activation, % at 10 µM. HeLa Hsp70 promoter luciferase reporter; scaled: vehicle 0, proteasome-inhibitor control 100%;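 active = activation above the mean across all tested compounds plus 3 SD, cutoff set per campaign, cut at about 5.5% in these data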;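 note: 100% = MG132 at 30 µM as the positive control and 0% = DMSO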
NF-kB expr up – activators of NF-kB expression in neurons, primary screen, cell-based, HTS; AID 1239, 2008; human neuronal cells, NF-kB reporter expression; active compounds read high; fold change at 12.5 µM; 190,000 tested, 1.6% active; in the data active = fold change above about 3.3
STAT1 blocker – STAT1 signaling inhibitors, primary screen, cell-based, HTS, luciferase reporter | NIH 3T3 STAT1-luciferase reporter, IFN-gamma, luminescence | 200,000 tested, 0.35% active | inhibition, % at 5.5 µM;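 active = inhibition above a set limit, the mean inhibition across all tested compounds plus 3 SD, cut at about 34% in these data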;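 note: 0% = IFN-gamma with DMSO and 100% = IFN-gamma with 300 µM nifuroxazide; values of inactives mirror those of a sister screen read the other way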
RAM network inh – inhibitors of the yeast RAM network, primary screen, dse1pr::URA3 reporter, 5-FOA selection; S. cerevisiae dse1pr::URA3 reporter, 5-FOA growth OD615, 2 d; analog-sensitive cbk1-as2 kinase mutant strain; inhibition, % at 50 µM; 190,000 tested, 1.8% active; AID 868, 2007;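 active = inhibition above a set limit, 3 SD over mean compound inhibition, cut at about 8.4% in these data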;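 note: 0% = DMSO-only wells with no growth and 100% = 10 µM 1-NA-PP1 full growth; inhibition rescues growth on 5-FOA so higher OD means more RAM inhibition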
STAT3 activator – IL-6 driven STAT3 reporter potentiators, primary screen, U3A cells, luciferase, luminescence, MLSCN library | IL-6 STAT3-luciferase reporter; 100% = signal with IL-6 EC80 alone | activation (% of control), % at 5.6 µM | 190,000 tested, 0.91% active;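 active = activation above the screen-wide mean of compound activation plus 3 SD, cut at about 130% in these data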;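 note: 0% = background luminescence of wells with medium and substrate only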
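Material: human U3A cells carrying STAT3-luciferase construct. Measured by: reporter luminescence signal. Timing: compound 1 h, then IL-6 6 h at 37 °C.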
An asterisk follows results filed as active; · = not tested or not shown.

The line under a structure holds: STAT1 blocker	FLuc inhib CS	RAM network inh	APP 5'UTR act	STAT1 act	APP transl inh	NF-kB expr up	STAT3 inh	STAT3 activator	Hsp70 act
COc1cc(C(=O)OCCCN2CCOCC2)ccc1O
    2	-8	0.4	35	98	-35	1.1	4	101	-0.5
C=CCOC(=O)C1=C(C)NC(SCC(=O)Nc2ccc(C)c(Cl)c2)=C(C#N)C1c1ccco1 (stereo not drawn)
    1	-6	1.2	7	99	-7	1.1	11	95	-0.7
CCCNc1nc2c(c(=O)n(C)c(=O)n2C)n1CCc1ccccc1
    19	-7	2.1	7	83	-7	0.76	14	90	0.2
CC(C)NC(=O)NC(=O)COC(=O)c1ccccc1Oc1ccccc1
    -3	-2	0.0	-7	103	7	0.98	-11	108	-0.5
CC(C)CNS(=O)(=O)c1ccc(CCC(=O)N2CCN(Cc3ccc4c(c3)OCO4)CC2)cc1
    13	-3	2.1	-26	93	26	1	29	78	-0.3
CC1CCCCN1C(=O)Cn1cc(C#N)c2ccccc21 (stereo not drawn)
    -4	-5	0.8	-5	104	5	1.1	0	101	-0.2
CCOC(=O)N1CCC(NS(=O)(=O)c2ccc3c(c2)oc(=O)n3C)CC1
    -5	-3	2.0	-6	104	6	1.5	-23	125	-0.3
O=C(COc1ccc(CO)cc1)Nc1ccc(F)cc1
    -3	-3	2.5	5	102	-5	1.6	-5	108	-0.1
CCOc1ccc(C(C)=O)cc1CSc1nnc(-c2cccs2)n1CC1CCCO1 (stereo not drawn)
    3	-4	1.4	-3	98	3	0.84	2	102	-0.2
CN(Cc1ccccc1)S(=O)(=O)c1ccc(NS(=O)(=O)Cc2ccccc2)cc1
    -1	-8	8.1	-13	101	13	0.94	5	96	-0.2
O=S(=O)(NC(=NCc1ccccc1)c1ccccc1F)c1ccccc1
    5	-5	2.9	2	96	-2	·	3	102	-0.1
CCCC(c1nnnn1Cc1ccco1)N1CCN(c2cc(Cl)ccc2C)CC1 (stereo not drawn)
    2	-3	21*	-11	98	11	0.83	9	100	-0.1
COc1ccc(/C=C\C(=O)c2c(O)ccc3c(C)cc(=O)oc23)cc1OC
    8	-4	1.6	2	93	-2	2.5	16	92	-0.2
COc1cc(/C=N/S(=O)(=O)CCc2ccccc2)cc(OC)c1O
    -7	-6	1.3	0	106	0	1.1	2	101	0.2
Cc1ccc2c(c1)/C(=N/O)CCS2
    11	-4	-0.2	2	90	-2	1.1	8	96	-0.1
COc1cc(C2C(C#N)=C(C)NC(C)=C2C#N)cc(OC)c1OC
    2	-2	2.0	-14	98	14	1.3	4	104	0.0
O=C(c1ccc(Cl)c(F)c1F)N1CCCC1
    18	-3	2.1	8	84	-8	1	-2	104	-0.3
CC1CCCC(C)N1C(=O)C1CC(c2ccc(F)cc2)=NO1 (stereo not drawn)
    -6	-4	1.7	21	106	-21	1.5	12	92	2.0
O=C(O)CCCNC(=O)CC1S/C(=N/N=C/c2ccccc2O)NC1=O (stereo not drawn)
    6	-3	-1.1	-10	95	10	0.99	10	98	0.4
CC(NCC(c1ccco1)N1CCCCC1)C(=O)NC1CCCC1 (stereo not drawn)
    4	74*	1.0	-7	96	7	1.2	-7	110	-0.2
O=S(=O)(c1ccc(Br)cc1)N1CCCN(Cc2cccc(F)c2)CC1
    -7	-5	1.9	-1	106	1	1.1	-11	113	0.1
CCOC(=O)N1CCC(NC(=O)c2cc(C(=O)Nc3cccc(C(F)(F)F)c3)ccc2CO)CC1
    22	-2	1.2	-5	81	5	0.85	12	94	-0.4
COc1ccc(C(=O)NNS(=O)(=O)c2ccc(C)cc2)cc1
    8	-5	1.1	-6	93	6	1.3	6	97	0.1
COc1ccc2nc(CC(C)(C)CC(=O)O)c[n+]([O-])c2c1
    10	-6	1.2	5	91	-5	1.2	14	91	0.0
Cc1nn(C)c(C)c1CNC(=O)Nc1ccc2c(c1)OCO2
    -24	46	-1.0	13	120	-13	1.7	1	101	-0.2
COc1cccc(Oc2ccc(N)cn2)c1
    4	1	0.1	22	96	-22	1.1	4	101	0.2
COc1ccc(/C=N/c2sc3c(c2C#N)CCN(Cc2ccccc2)C3)c(O)c1
    5	-1	1.2	-16	96	16	1.1	-1	99	-0.1
COc1cc2c(cc1OC)CN(Cc1cccs1)CC2
    3	-5	1.1	-17	99	17	1	5	99	-0.1
CC(/C=C/c1ccc(C)o1)=C\C(=O)O
    -7	-2	0.5	1	106	-1	1.2	6	99	-0.2
COc1ccccc1N1CCN(c2cc(=O)n(-c3ccc(Cl)cc3)c(=O)[nH]2)CC1
    4	-5	·	7	97	-7	·	-1	101	-0.1
COc1cccc(-n2c(CN3CCN(c4ccccc4)CC3)nc3ccc([N+](=O)[O-])cc3c2=O)c1
    9	-5	1.7	-6	92	6	0.75	7	92	-0.7
Cc1cc(C)nc(CCNC(=O)c2cc(COc3ccc(F)cc3Cl)on2)n1
    5	0	2.7	5	94	-5	1.2	-1	105	-0.2
COCc1[nH][nH]c(=O)c1C=Nc1ccc(OC(F)(F)F)cc1
    1	-6	2.6	28	98	-28	1.4	4	98	-0.3
COc1ccc(CC2(CO)CCN(C(=O)NCc3ccccc3)CC2)cc1
    -5	-4	0.7	-7	106	7	1.2	0	102	-0.2
O=C(O)CCCC(=O)Nc1ccc(N2CCCC2)cc1
    4	-7	0.7	12	96	-12	1.3	13	91	-0.3
Cc1ccc(SCCC(=O)N/N=C/c2ccccc2O)cc1
    1	-2	1.3	-11	100	11	0.9	4	94	-0.2
CCc1nc(C)ccc1OCC(=O)N(CC)CC
    3	0	1.2	-3	99	3	0.98	4	97	-0.4
COc1ccc(Cn2c(C)c(C)c(C#N)c2NC(=O)Nc2cccc(C)c2)cc1
    10	-9	2.1	-2	91	2	1.4	8	96	0.0
COc1ccc(C(=O)NC(=S)N2CCOCC2)cc1OC
    6	-3	1.1	-8	92	8	1	7	100	-0.1
CN1CCN(S(=O)(=O)c2cccs2)CC1
    -4	-3	1.2	-19	102	19	0.97	2	102	0.2
Cc1nn(C)c(C(=O)N/N=C/c2cccc3ccccc23)c1Cl
    -9	1	2.0	17	109	-17	1.2	-11	108	-0.1
CSCCC(NS(=O)(=O)c1ccc2c(c1)oc(=O)n2C)C(=O)NC1CCC(C)CC1 (stereo not drawn)
    -3	-1	5.1	-4	104	4	1	-9	108	-0.3
CC(=O)N/C(=C\c1ccc(F)cc1)C(=O)N(C)C
    2	-2	1.4	-6	98	6	1.2	7	97	0.0
CCOc1cc(-c2cc(N)n[nH]2)cc(OCC)c1OCC
    0	-1	0.3	21	101	-21	1	4	97	-0.4
C=CCn1c(SC(C)C(N)=O)nc2sc(CC)cc2c1=O (stereo not drawn)
    9	-3	0.4	-8	91	8	1	2	105	-0.2
CCOCCCNC(=O)C(NC(=O)c1cnccn1)c1ccc(C)cc1 (stereo not drawn)
    2	-4	-0.2	18	98	-18	1.3	9	97	-0.4
Cc1ccc(N/C=C2/Sc3ccccc3NC2=O)cc1
    -77	23	4.4	123	168*	-123	1.7	12	94	-0.2
COc1ccc(-c2cc(-c3ccccc3)nc(SCC(=O)Nc3ncc(C)s3)c2C#N)cc1
    -8	-7	5.7	-7	107	7	1.3	-6	105	-0.1
O=C(NCc1ccco1)Nc1ccc(Br)cc1
    -6	-3	3.3	24	106	-24	1.3	11	95	0.0
Cc1cccc(N2CCN(C(=O)/C=C/c3cccs3)CC2)c1C
    -10	-1	3.1	-4	109	4	1.1	12	97	-0.2
CC(=O)NC1C(OCc2ccccc2)OC2COC(C)(C)OC2C1O (stereo not drawn)
    -5	-4	2.0	15	102	-15	1	-13	114	0.0
COc1ccc(-c2csc(NC(=S)NC(=O)c3cccs3)n2)cc1OC
    -7	-1	1.3	27	106	-27	0.37	-4	103	-0.1
COc1cccc(CNC(=O)c2cc3c(C)nc4ccccc4c3o2)c1
    14	-6	-0.5	-11	88	11	0.41	46*	68	-0.3
Cc1ccccc1CS(=O)(=O)CCC(=O)NCc1ccccn1
    3	-2	2.8	7	97	-7	1	7	100	-0.3
O=C(NCCN1CCOCC1)c1ccc2c(c1)ncn2C1CCCC1
    12	1	0.5	-11	89	11	1.3	20	82	0.2
Cc1no[n+]([O-])c1COc1cccc(/C=C2\N=C(c3ccccc3)OC2=O)c1
    -2	-4	5.2	-5	102	5	1.1	-2	102	-0.4
O=C(CSc1nnc(-c2ccc(F)cc2)o1)c1ccc2c(c1)OCCO2
    -1	6	1.4	9	101	-9	1.4	1	103	-0.6
CCOc1ccc(NC(=O)c2cc3cc4ccc(OC)cc4nc3o2)cc1
    -6	-5	4.0	6	106	-6	1	40	70	-0.4
O=C(CCCN1C(=O)c2ccccc2C1=O)Nc1sc2c(c1C(=O)NCc1ccco1)CCC2
    6	-9	4.3	6	95	-6	0.73	-3	103	-0.3
CCOc1nnc(C)c2c(C)n(-c3cccc(OC)c3)nc12
    5	-3	1.3	10	95	-10	1.6	11	93	-0.1

Continuation:
The line under a structure holds: STAT1 blocker	FLuc inhib CS	RAM network inh	APP 5'UTR act	STAT1 act	APP transl inh	NF-kB expr up	STAT3 inh	STAT3 activator	Hsp70 act
CN1CCN(NC(=O)c2cc(S(=O)(=O)N3CCOCC3)c(Cl)cc2Cl)CC1
    1	-5	1.9	-4	99	4	1	0	100	-0.5
CCOc1cc(C2Nc3ccccc3C(=O)N2c2ccccc2OC)ccc1O (stereo not drawn)
    -4	-4	1.2	11	104	-11	1.2	6	96	-0.4
O=c1oc2ccc(Br)cc2cc1-c1nc2ccccc2o1
    -4	-3	4.0	2	103	-2	1.2	0	103	-0.4
CC(=O)c1ccc(NC(=O)/C(=C\c2cccs2)NC(=O)c2ccco2)cc1
    -6	1	0.6	18	103	-18	0.98	12	93	-0.2
CCC(C)Cn1c(C(C)O)nc2ccccc21 (stereo not drawn)
    -4	-2	0.0	6	104	-6	0.95	7	99	-0.6
COc1ccc(O[C@H]2C=C[C@@H](c3ccccc3)O[C@@H]2CO/N=C/C[C@@H]2C=C[C@H](OC(C)=O)[C@@H](COC(C)=O)O2)cc1
    6	-4	14*	0	95	0	1.1	-7	103	-0.1
COCCn1nnnc1SCC(=O)c1ccc(F)cc1
    -7	-6	1.4	11	106	-11	1.3	-7	108	-0.2

Two neighbouring compounds already listed:
The line under a structure holds: STAT1 blocker	FLuc inhib CS	RAM network inh	APP 5'UTR act	STAT1 act	APP transl inh	NF-kB expr up	STAT3 inh	STAT3 activator	Hsp70 act
CC1CCCC(C)N1C(=O)C1CC(c2ccc(F)cc2)=NO1 (stereo not drawn)
    -6	-4	1.7	21	106	-21	1.5	12	92	2.0
O=C(O)CCCNC(=O)CC1S/C(=N/N=C/c2ccccc2O)NC1=O (stereo not drawn)
    6	-3	-1.1	-10	95	10	0.99	10	98	0.4
